# HTR2A ag – mouse Htr2a agonists via beta-arrestin recruitment, primary screen, cell-based, luminescence; 360,000 compounds, 0.66% hits; activation, % at 7.6 µM; AID 624169, 2012; CHO-K1 mHTR2A beta-arrestin complementation; percent of 30 µM serotonin response;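 active = activation above a run cutoff, the mean activation of all tested compounds plus 3 SD, cut at about 14% in these data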;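 note: 0% = plate median of compound wells and 100% = 30 µM serotonin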
# Target sequence (P35363 whole entry, looked up): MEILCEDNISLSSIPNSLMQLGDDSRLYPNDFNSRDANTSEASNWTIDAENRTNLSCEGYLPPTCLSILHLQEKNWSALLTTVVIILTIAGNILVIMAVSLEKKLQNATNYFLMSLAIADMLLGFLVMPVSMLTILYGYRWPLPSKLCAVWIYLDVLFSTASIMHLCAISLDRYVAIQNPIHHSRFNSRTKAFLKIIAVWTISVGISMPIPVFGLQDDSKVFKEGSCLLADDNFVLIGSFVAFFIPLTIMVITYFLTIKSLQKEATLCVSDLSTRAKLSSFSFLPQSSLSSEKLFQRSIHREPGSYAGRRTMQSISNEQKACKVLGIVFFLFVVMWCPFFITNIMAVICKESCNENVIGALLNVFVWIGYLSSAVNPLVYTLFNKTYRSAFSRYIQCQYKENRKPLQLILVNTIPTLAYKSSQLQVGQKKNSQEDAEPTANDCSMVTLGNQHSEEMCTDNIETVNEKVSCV
# Glyco luc inh – increase of ERlucT glycosylation luciferase signal, primary screen, N-linked glycosylation inhibitor project, D54 ERlucT cells, luminescence, set 2. D54 ERlucT glycosylation luciferase reporter, 24 h; percent of 100 nM tunicamycin response. reporter increase, % at 12.5 µM. 360,000 compounds, 0.23% hits;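 active = mean luciferase reporter signal, scaled so untreated is 0 and the glycosylation-blocking control 100, at or above a set limit in every replicate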;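 note: luciferase carries N-glycosylation sites so blocking glycosylation raises the light; 0% = median of neutral control wells and 100% = median of 100 nM tunicamycin wells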
# Granule exo inh – LAMP-1 surface exposure blockers, TALL-104 cells – cell-based, flow cytometry, MLPCN library, primary screen; inhibition, % at 10 µM; TALL-104 LAMP-1 surface exposure; cells stimulated with thapsigargin and PMA; AID 651702, 2012; 360,000 compounds, 0.66% hits;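 active = inhibition above about 55%, limit read from the data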
# aDG glyco up – activators of alpha-DG glycosylation, primary screen, uHTS, Pro5-aDG cells, AlphaScreen; alpha-DG glycosylation AlphaScreen (IIH6); 0% Pro5, 100% B10-LARGE cell signal; activation, % at 10 µM; 360,000 compounds, 0.22% hits; AID 624168, 2012;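 active = activation of at least 8% versus controls, or a plate z-score of at least 8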;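 note: Pro5 are CHO cells carrying HIG-tagged alpha-DG that lacks glycosylation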
# MC4R antag cAMP – MC4R antagonists of cAMP signaling, primary screen, cell-based, TR-FRET, antagonist arm of biased-ligand search. Melanocortin receptor 4 (Homo sapiens), P32245. MC4R-expressing cells, MTII-stimulated cAMP, LANCE TR-FRET. inhibition, % at 6.5 µM. 360,000 compounds, 0.48% hits. AID 540295, 2011;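 active = inhibition above its plate's cutoff, the mean of tested wells on that plate plus 3 SD, cut at about 29% in these data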;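 note: 0% = Melanotan II alone and 100% = Melanotan II plus saturating MCL0020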
# Target sequence (P32245 whole entry, looked up): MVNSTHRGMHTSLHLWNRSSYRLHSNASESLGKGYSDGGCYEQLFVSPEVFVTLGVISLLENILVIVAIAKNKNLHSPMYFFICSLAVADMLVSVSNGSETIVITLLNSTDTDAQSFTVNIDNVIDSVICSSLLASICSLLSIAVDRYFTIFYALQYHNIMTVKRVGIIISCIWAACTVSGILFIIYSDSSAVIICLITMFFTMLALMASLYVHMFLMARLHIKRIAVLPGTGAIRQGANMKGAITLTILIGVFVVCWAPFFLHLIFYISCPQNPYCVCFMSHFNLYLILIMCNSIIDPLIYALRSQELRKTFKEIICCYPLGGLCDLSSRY
#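 System: U2OS-MC4R stable cell line; Technique: Eu-cAMP/anti-cAMP TR-FRET, emission 671 nm; Repeats: single well per compound; Also added: Melanotan II; Dosing: one concentration, 6.5 µM nominal; Schedule: 30-min compound, 1-h challenge, 1-h detection, room temperature.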
# MC4R ag barr – MC4R agonists recruiting beta-arrestin, primary screen, cell-based, luminescence, agonist arm of biased-ligand search | Melanocortin receptor 4 (Homo sapiens), P32245 | U2OS MC4R beta-arrestin complementation; percent of melanotan II response, DMSO zero | activation, % at 8.9 µM | 360,000 compounds, 0.98% hits | AID 540308, 2011;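 active = activation above a per-plate cutoff, the mean activation of sample wells on that plate plus 3 SD, cut at about 8% in these data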
# ABHD5 PLIN5 PPI – ABHD5-PLIN5 interaction inhibitors, primary screen, cell lysate, split luciferase complementation, luminescence. 360,000 compounds, 0.78% hits. Split G. princeps luciferase complementation, 4 h. Perilipin-5 (Homo sapiens) + 1-acylglycerol-3-phosphate O-acyltransferase ABHD5 (Homo …. inhibition, % at 4 µM;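 active = inhibition above the mean inhibition across every tested compound plus 3 SD, cut at about 22% in these data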;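 note: 0% = DMSO only wells and the 100% control is not disclosed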
# ABCB6 inh 2 – ABCB6 transporter inhibitors, primary screen, K562-ABCB6 cells, flow cytometry, MLPCN library. ATP-binding cassette sub-family B member 6 (Homo sapiens), Q9NP58. K562-ABCB6 porphyrin accumulation, 1 h; stronger effect = lower value. fluorescence ratio to DMSO, % at 10 µM. 360,000 compounds, 0.19% hits. AID 602162, 2011;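 active = fluorescence ratio to DMSO below 75%, the collection mean minus 3 SD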;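 note: signal is porphyrin accumulated inside mitochondria; 100% equals median channel fluorescence of DMSO control wells; lower ratio means ABCB6 inhibition with less porphyrin fluorescence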
# H9c2 protect – cardioprotection against H2O2-induced cell death, primary screen, uHTS, H9c2 cells, ATPLite luminescence; 360,000 compounds, 0.63% hits; H9c2 cardiomyocytes, H2O2 injury protection, 2 h; protection from H2O2 cell death, % at 20 µM;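 active = compounds giving at least 50% protection of heart cells from peroxide-induced death in the single-dose screen, raw or plate-pattern-corrected value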;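 note: 0% = DMSO wells with peroxide and 100% = DMSO wells without peroxide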
# iPSC survival up – enhancers of single-cell hiPSC survival, primary screen, ATPlite luminescence; 100% = ROCK inhibitor wells, 0% = DMSO; survival enhancement, % at 20 µM; 360,000 compounds, 0.044% hits; in the data active = survival enhancement above about 18%;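 note: cells exposed to compounds for 16 hours before the ATP read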
# Active calls of the source: *; x = no result given.
# Every second line gives: HTR2A ag, Glyco luc inh, Granule exo inh, aDG glyco up, MC4R antag cAMP, MC4R ag barr, ABHD5 PLIN5 PPI, ABCB6 inh 2, H9c2 protect, iPSC survival up
CC1(c2nnnn2-c2ccc3c(c2)OCCO3)CCC(=O)N1Cc1cccnc1 (stereo not drawn)
    2, x, 1, 0.2, x, x, 0, 100, x, 1.0
O=C(O)CSC1CC(=O)N(c2ccc(Cl)c(Cl)c2)C1=O (stereo not drawn)
    6, 4, 4, 0.1, 26, 2.1, -1, 94, 16, 0.9
COC(=O)c1ccccc1NC(=O)NCC1CCCO1 (stereo not drawn)
    3, 2, -2, -0.1, 5, -0.5, 2, 91, 5, 2.0
C=Cc1ccc2c(c1)OCCOCCOCCOCCOCCO2
    2, -1, 2, 0.1, 15, 0.2, 4, 104, 2, 0.1
Fc1ccc(F)c(NC2=NCCCCC2)c1
    8, 1, -10, -0.2, 2, -2.3, 6, 95, 2, 0.1
O=c1c2ccc(F)cc2sn1-c1ccccc1
    8, 0, 71*, -0.1, -1, -1.7, 72*, 97, -29, -2.1
CCOC(=O)c1cnc2c(C#N)c(C)nn2c1C
    1, 1, -6, 0.1, -4, -1.4, -3, 103, 9, 11
Cc1ccc(NC(=O)CN2C(=O)CCSc3ccc(S(=O)(=O)N4CCCC4)cc32)cc1C
    5, -3, 20, 0.5, 20, 1.5, 1, 100, 0, -0.2
COc1ccc(N(CC(=O)NCc2cccs2)S(=O)(=O)c2cccc(C)c2)cc1
    -5, -5, -4, -0.3, 2, -0.7, -5, 107, 15, -0.5
COc1ccc(-c2nc(-c3ccc(Br)o3)no2)cc1
    4, -17, -2, -0.3, 3, 13*, 0, 97, -17, -1.9
CC(C)(C)OC(=O)Nc1ccccc1-n1nnnc1C(C(=O)c1ccc(F)cc1)N1CCOCC1 (stereo not drawn)
    5, x, 0, 0.4, x, x, -6, x, x, x
CCOc1ccc2[nH]c(=O)c(CN(CCO)C(=O)c3ccc(OC)c(OC)c3)cc2c1
    -2, 3, 7, -0.2, 3, -0.5, 4, 102, 6, -1.3
CCCC1CC(CSc2ncn[nH]2)OC1=O (stereo not drawn)
    2, -1, 1, 0.3, 8, -0.9, 0, 98, 2, 1.3
Cc1ccc(S(=O)(=O)Nc2ccccc2NS(=O)(=O)c2ccc(C)cc2)cc1
    -3, -3, -3, -0.1, x, x, 1, 98, -8, 0.9
COc1ccc(CCN=C(NS(=O)(=O)c2ccccc2)c2ccccc2)cc1OC
    3, -1, 0, 0.1, -2, -0.7, 0, 113, 0, 1.4

# 5 structures from above, arranged by molar mass, lowest first.
# Every second line gives: HTR2A ag, Glyco luc inh, Granule exo inh, aDG glyco up, MC4R antag cAMP, MC4R ag barr, ABHD5 PLIN5 PPI, ABCB6 inh 2, H9c2 protect, iPSC survival up
CCOC(=O)c1cnc2c(C#N)c(C)nn2c1C
    1, 1, -6, 0.1, -4, -1.4, -3, 103, 9, 11
C=Cc1ccc2c(c1)OCCOCCOCCOCCOCCO2
    2, -1, 2, 0.1, 15, 0.2, 4, 104, 2, 0.1
COc1ccc(N(CC(=O)NCc2cccs2)S(=O)(=O)c2cccc(C)c2)cc1
    -5, -5, -4, -0.3, 2, -0.7, -5, 107, 15, -0.5
Cc1ccc(NC(=O)CN2C(=O)CCSc3ccc(S(=O)(=O)N4CCCC4)cc32)cc1C
    5, -3, 20, 0.5, 20, 1.5, 1, 100, 0, -0.2
CC(C)(C)OC(=O)Nc1ccccc1-n1nnnc1C(C(=O)c1ccc(F)cc1)N1CCOCC1 (stereo not drawn)
    5, x, 0, 0.4, x, x, -6, x, x, x

# Continued.
# Every second line gives: HTR2A ag, Glyco luc inh, Granule exo inh, aDG glyco up, MC4R antag cAMP, MC4R ag barr, ABHD5 PLIN5 PPI, ABCB6 inh 2, H9c2 protect, iPSC survival up
COc1ccc(NC(=O)CSc2nnc(-c3cccnc3)n2C)cc1
    1, 2, 0, -0.1, 17, -0.7, 0, 98, 4, -0.3
O=C(Nc1cccc(C(=O)NC2CCCC2)c1)c1ccccc1
    5, -1, -3, 0.8, 4, -1.9, -5, 95, -5, -0.5
COc1ccc(NC(=S)N2CCC(C(=O)c3ccc(F)cc3)CC2)cc1
    -10, -2, 0, 0.0, 21, -0.8, -2, 96, -6, -0.1
Cc1cccc(NC(=O)CN2C(=O)N/C(=C/c3cc(C)n(-c4ccncc4)c3C)C2=O)c1
    0, 5, -1, 0.4, 2, -1.2, 0, 91, 3, -0.1
C=CCn1c(-c2cccs2)nc2nc3ccccc3nc21
    -5, 2, 0, 0.0, 0, -2.7, -1, 98, -1, -2.5
COc1cccc(N2CCN(C(=O)c3c(C)nn(-c4ccccc4)c3C)CC2)c1
    7, -2, -3, 0.4, -4, 0.9, 4, 103, -7, -0.7
CN(Cc1ccccc1)C(=S)Nc1ccc(OC(F)F)cc1
    -3, 1, -4, 0.0, 25, -0.7, 0, 96, 0, -1.2
CCN1CCN(c2ccc(S(=O)(=O)N3CCOCC3)cc2NC(=O)C(C)Oc2cccc(Cl)c2)CC1 (stereo not drawn)
    -6, -3, -2, 0.1, -5, 0.4, -1, 94, 0, -0.6
C#CCNC(=O)C1=C[C@H](C2CCCCC2)C[C@H](OCCCCO)O1
    9, -1, -8, -0.4, 8, -0.5, 7, 100, 3, 4.1
Cc1cc(C)c2c(n1)SCC(=O)N2CC(=O)Nc1ccccc1Cl
    -1, 0, -2, 0.4, 7, -1.3, -5, 105, 6, 2.5
O=C(c1ccc2c(c1)OCCO2)N1CCCC(CNS(=O)(=O)c2cccs2)C1 (stereo not drawn)
    2, 0, -1, -0.1, 4, -3.9, 1, 96, -10, 1.1
C[C@H]1CN([C@@H](C)CO)C(=O)c2cc(Br)cnc2O[C@H]1CN(C)S(=O)(=O)c1cccs1
    1, -1, -2, 0.2, 5, -0.7, -3, 102, -4, 3.8
CN(C(=O)c1ccc(S(=O)(=O)N2CCOCC2)cc1)C1CCS(=O)(=O)C1 (stereo not drawn)
    1, 2, 6, -0.3, 9, -2.8, -3, 103, -6, 0.5
Cc1csc(NC(=O)c2cccc([N+](=O)[O-])c2C(=O)O)n1
    4, 1, -2, 0.1, -2, -1.1, -5, 97, 13, 0.3
COc1ccccc1CNC(=O)CSc1nn2c(=O)c(C(C)(C)C)nnc2s1
    1, 1, 10, 0.0, 8, -1.2, -3, 99, 3, -0.5
O=c1cc(N2CCOCC2)[nH]c(=O)n1-c1ccc(Cl)cc1
    5, -1, -5, 0.1, -1, -0.6, 22, 102, 2, 0.4
CCCc1[nH]nc2c1C(c1ccc(OCCN3CCOCC3)c(OC)c1)C(C#N)=C(N)O2 (stereo not drawn)
    -1, 0, -2, 0.3, -2, -1.6, 0, 93, 16, -2.0
CCOC(=O)C(=CNc1cc(C)ccc1-n1cccc1)C(=O)OCC
    8, 0, -1, 0.0, 11, 2.7, -2, 92, 16, 0.4
O=c1ccc2ccc(O)cc2o1
    4, 0, 0, -0.2, 11, -1.0, 0, 101, -4, 2.6
Cc1cccc(N2CCN(C(=O)CS(=O)(=O)Cc3nc(-c4ccccc4F)oc3C)CC2C)c1 (stereo not drawn)
    0, -2, -2, -0.1, 3, 0.9, 9, 92, -13, -0.2
COc1cccc(OC)c1-c1cnc(NC(C)=O)cn1
    5, 2, 16, 0.0, 7, -1.1, 5, 94, 5, 2.7
Cc1ccc(NC2=NC(c3ccc(C)cc3)n3c(nc(C)cc3=O)N2)cc1 (stereo not drawn)
    -4, -1, -1, 0.5, -4, -2.5, -2, 84, 8, -4.2
CC(=O)Nc1ccc(NC(=O)Cn2c(=O)n(-c3ccc(C)cc3)c(=O)c3oc4ccccc4c32)cc1
    2, 0, 5, 0.0, 2, -0.8, 1, 102, 0, 0.1
Nc1ncnc2c1ncn2[C@@H]1O[C@H](C(=O)N[C@H]2c3ccccc3C[C@H]2O)[C@@H](O)[C@H]1O
    6, -1, 12, -0.2, x, x, 15, 94, 6, -1.0
Cn1c(=O)[nH]c2c(cnn2C)c1=O
    4, -1, 6, -0.2, 15, -0.2, -3, 97, 4, 1.1
Cc1ncc(N=Nc2ccc(F)cc2)c(-c2ccc(Cl)cc2)n1
    2, 0, 1, -0.4, 3, -0.1, 3, 88, -16, 0.0
Cc1c(C(=O)Nc2ccc(S(=O)(=O)N(C)C3CCN(C)CC3)cc2)oc2c(Cl)cccc12
    -13, -1, 4, 2.4, -2, 6.3, 11, 83, -22, -0.5
CC1(C)CC2(CCO1)OC(=O)CC2C(=O)NCCc1ccccc1 (stereo not drawn)
    -3, 1, -3, -0.2, 6, -0.2, 1, 98, 6, -1.8
CC1C(=O)Nc2ccccc2N1C(=O)c1ccc(Cl)cc1 (stereo not drawn)
    3, -3, -5, -0.3, 1, -1.4, -2, 96, -7, 0.3
CCCN(CC1CC1)C(=O)Nc1ccccc1C
    0, 3, -1, -0.1, -3, -0.7, -2, 91, -3, -2.2
COCCn1c(C)cc(C(=O)COC(=O)c2cncc(Br)c2)c1C
    3, -3, -1, -0.2, 5, -3.1, -8, 85, -4, -1.4
Cn1c(-c2ccc(Br)cc2)cnc1NCc1ccc(C#N)cc1
    -6, 0, 4, 0.1, 23, 1.9, -11, 104, 8, -0.7
COc1ccc(CCNC(=O)C2CCCN(S(=O)(=O)c3cccc4nonc34)C2)cc1OC (stereo not drawn)
    0, 1, -1, 0.3, 10, -0.7, 1, 97, 11, -1.1
CCCc1nnc(NC(=O)CCC(=O)NC2CCCC2)s1
    -8, 1, -6, -0.1, 6, -0.5, -7, 100, 16, 0.1
COc1ccc(N2CCN(S(=O)(=O)CCNC(=O)/C=C/c3ccccc3)CC2)cc1
    -4, 0, -2, -0.3, 8, -1.4, 2, 95, -3, 0.1
O=C(Cn1ncc2c(=O)oc3ccccc3c21)NCCC1=CCCCC1
    8, -1, -2, 0.2, 3, 0.1, 2, 88, 7, -1.2
CC(C)(C)Nc1nc(Oc2ccc(=O)n(-c3ccccc3)n2)nc(N2CCOCC2)n1
    0, 2, 0, 0.4, -1, -0.4, -7, 107, 11, -0.5
Cc1ccc(C(CNC(=O)C(=O)Nc2ccc3c(c2)OCCO3)N2CCN(C)CC2)cc1 (stereo not drawn)
    -14, -8, 4, -0.1, 0, -3.9, 7, 99, 10, -0.4
CCc1c(C)c2c(C)[nH]nc2oc1=O
    3, 0, -6, 0.3, 12, 0.4, -1, 100, 2, -2.6
Cc1ccc(C(=O)NCCc2csc(C)n2)cc1
    -1, -3, 2, -0.3, 10, -0.7, -8, 101, -14, -1.5

# Screening results deposited in PubChem BioAssay by several laboratories.
